# LGR2 antag: inhibitors of bursicon-induced LGR2 CRE-luciferase signal, primary screen, cell-based, HEK293, CRE-luciferase reporter, bursicon stimulation. 0.35% of 380,000 active. AID 720647, 2013. inhibition, % at 9.99 µM. bursicon-stimulated, 4 h;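 active means drop in luminescence signal, shown as inhibition above about 50% in the replicate tests, limit read from the data, passing the limit was not always enough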;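 further: agonist challenge used bursicon conditioned medium at about half maximal strength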
# Active calls of the source: *. An excerpt; the hit share may differ from the screen's.
# Start of the data: the first four records, to show the layout:
structure,LGR2 antag
CCOC(=O)C1CCC(CNCc2ccc(Cl)cc2)CC1 (configuration not stated),-1.7
Cc1ccc(S(=O)(=O)Nc2ccc(SC(F)F)cc2)c(C)c1,2.3
C/C(=N\NC(=O)Cc1cccc2ccccc12)c1ccncc1,-7.1
O=C(Nc1ccccc1N1CCCCC1)c1ccc(-c2ccc(Cl)cc2)o1,-26.8

# Results, repeating the preview:
structure,LGR2 antag
CCOC(=O)C1CCC(CNCc2ccc(Cl)cc2)CC1 (configuration not stated),-1.7
Cc1ccc(S(=O)(=O)Nc2ccc(SC(F)F)cc2)c(C)c1,2.3
C/C(=N\NC(=O)Cc1cccc2ccccc12)c1ccncc1,-7.1
O=C(Nc1ccccc1N1CCCCC1)c1ccc(-c2ccc(Cl)cc2)o1,-26.8
Cc1ccc(NC(=O)/C(=C/c2cccs2)NC(=O)c2ccco2)cc1,11.1
CCOc1ccc2nc(SCc3cccc(C)c3)nc(C)c2c1,-28.7
O=C(CNc1ccccc1)N/N=C/c1ccc2c(c1)OCCO2,-46.0
COC(=O)CSc1nnc(SCc2ccccc2)s1,15.3
CC1CN(C(=O)c2cc3c(s2)CCC3)CC(C)O1 (configuration not stated),-2.5
Cc1ccc2c(c1)c1nnc(SCC(=O)N3CCN(c4ccc(F)cc4)CC3)nc1n2CC(=O)O,12.6
COC(=O)c1c(C)[nH]c(C(=O)/C=C/c2ccc(Cl)cc2)c1C,-21.1
COc1ccc(NS(=O)(=O)c2cccc3nsnc23)cc1OC,14.2
Cc1cc(=O)[nH]c(SCC(=O)/C=C2\N(C)c3ccccc3C2(C)C)n1,18.6
COc1ccc(CNC(=O)c2ccc(SC)cc2OC)cc1,-0.3
Cc1sc2ncnc(N[C@@H](Cc3c[nH]c4ccccc34)C(=O)O)c2c1C,2.1
Cc1cc2cc(CCNC(=O)c3cccc([N+](=O)[O-])c3)c(=O)[nH]c2cc1C,3.9
O=c1c2sccc2n(Cc2cccc(F)c2)c(=O)n1-c1ccc(F)cc1,-8.4
CCCOc1ccc(/C(O)=C2/C(=O)C(=O)N(CCOC)C2c2cccnc2)cc1 (configuration not stated),1.5
COC(=O)c1cc(OC)nc2c1c(=O)n(C)c(=O)n2C,9.2
O=C(NC(=S)Nc1cc(C(F)(F)F)ccc1N1CCOCC1)c1ccc(-c2cccc(Cl)c2)o1,-22.8
Cc1cccc(Cn2cccc2/C=C2/C(=N)N3C=CSC3=NC2=O)c1,11.6
COc1ccc(C(NC(=O)N2CC(C)OC(C)C2)C(Cl)(Cl)Cl)cc1F (configuration not stated),9.4
C[C@@H]1CN([C@H](C)CO)C(=O)c2cc(NC(=O)CCCCCC(=O)Nc3ccccc3N)ccc2O[C@H]1CN(C)C(=O)Nc1ccccc1,11.3
Cn1cc(CNC(=O)c2cc(-c3ccccc3)nc3ccc(Br)cc23)cn1,-8.2
O=S(=O)(Nc1ccc(N=Nc2ccccc2)cc1)c1ccccc1,-1.3

# Reformatted: entries from further up.
LGR2 antag,SMILES
-8.4,O=c1c2sccc2n(Cc2cccc(F)c2)c(=O)n1-c1ccc(F)cc1
9.4,COc1ccc(C(NC(=O)N2CC(C)OC(C)C2)C(Cl)(Cl)Cl)cc1F (configuration not stated)
14.2,COc1ccc(NS(=O)(=O)c2cccc3nsnc23)cc1OC
15.3,COC(=O)CSc1nnc(SCc2ccccc2)s1
-1.3,O=S(=O)(Nc1ccc(N=Nc2ccccc2)cc1)c1ccccc1
2.3,Cc1ccc(S(=O)(=O)Nc2ccc(SC(F)F)cc2)c(C)c1

# More records follow:
structure,LGR2 antag
CC1C/C(=N/NC(=O)c2cccc(F)c2)c2ccc(O)cc2C1 (configuration not stated),-3.7
COc1ccc(CN(C(=O)c2nsc(Cl)c2Cl)C(C(=O)NC2CCCCC2)c2ccc(OC)cc2)cc1 (configuration not stated),17.4
CCN(CCCCN1C(=O)c2ccccc2C1=O)c1ccc2c(c1)C(=O)N(C)C2=O,-13.1
Cc1ccc(S(=O)(=O)NNC(=O)c2ccccc2O)cc1,2.0
Cc1cc(=O)oc2cc(OCC(=O)N3CC(C)OC(C)C3)ccc12 (configuration not stated),7.3
COc1ccc(OC)c(NC(=O)c2cccnc2Sc2ccccc2)c1,7.0
NCCOc1cnn(-c2ccccc2Cl)c(=O)c1Cl,3.2
O=c1[nH]c2ccc(Cl)cc2c(-c2ccccc2)c1N1CCN(CCO)CC1,3.7
C[C@@H]1CCCCO[C@H](CN(C)C(=O)CCC(F)(F)F)[C@H](C)CN([C@@H](C)CO)C(=O)c2cc(NC(=O)c3ccncc3)ccc2O1,-0.1
Cc1ccc(C(=O)OCC(=O)c2c(N)n(C)c(=O)n(C)c2=O)cc1S(=O)(=O)N1CCCCC1,-4.0
Cc1cccc(N2CCN(S(=O)(=O)c3cccc4nonc34)CC2)c1C,4.3
Cn1cccc1/C=C1\SC(=S)N(NC(=O)c2ccccc2Cl)C1=O,4.7
Cc1ccc(C(=O)N/C(=C\c2cccs2)C(=O)NCCc2c[nH]c3ccccc23)cc1,14.3
C/C(=N\NC(=O)C1(C)CC1(Br)Br)c1cccc(NC(=O)C(C)(C)C)c1 (configuration not stated),0.1
COc1ccc(-c2csc(N3C(=O)C4C5c6ccccc6C(c6ccccc65)C4C3=O)n2)cc1 (configuration not stated),19.4
O=C(Nc1ccc(Cl)cc1)Nc1nnc(CSCc2ccccc2)s1,4.3
CCC(C)NC(C(=O)Nc1ccc(Cl)c([N+](=O)[O-])c1)c1ccccc1 (configuration not stated),-17.0
CCNCc1cc(Cl)cc(OC)c1OC(C)C,10.4
O=[N+]([O-])c1ccc(COc2cccc(CNc3ccc(F)cc3)c2)cc1,-18.8
Cc1cc(Br)c2nc3c(c(C(=O)O)c2c1)CCCCC3,-10.0
CCOCCCNC(=O)C(c1ccccc1)N(Cc1cccs1)C(=O)CNC(C)=O (configuration not stated),-1.0
CCCN(C)C[C@@H]1OCCCC[C@H](C)Oc2ccc(NC(=O)C3CCCCC3)cc2C(=O)N([C@H](C)CO)C[C@@H]1C,13.2
CCc1nnc(NC(=O)CSc2nc3c(C)cccc3[nH]2)s1,27.6
CCOc1ccc(NC(=O)CCC(=O)c2ccc(-c3ccccc3)cc2)cc1,12.4
COc1ccc(CC(=O)Nc2ccccc2C(=O)N2CCOCC2)cc1OC,1.3

# (cont.)
structure	LGR2 antag
O=C(NCC1CCCO1)C(c1ccncc1)N(Cc1ccc(F)cc1)C(=O)CN1C(=O)c2ccccc2S1(=O)=O (configuration not stated)	-4.3
COc1ccc2nc(/N=C(\N)NC(=O)Nc3ccccc3)nc(C)c2c1	-21.5
COc1cccc(NC(=O)CCSc2ccc3ccccc3n2)c1	-17.2
COc1ccc(C(=O)C[n+]2ccc3c(c2)nc(-c2ccccc2)n3C)cc1	-12.4
Cc1ccc(C(=O)N/C(=C\c2ccccc2)C(=O)OCc2ccccc2)cc1	-53.6
CCOc1cc(CNCc2ccccn2)ccc1OCC(=O)NC(C)(C)C	2.1
Cn1c(O)c(N=Nc2nc(-c3ccccc3)cs2)c2ccccc21	-9.0
CCOC(=O)/C(=N/Nc1ccccc1)Sc1nnnn1-c1ccc(C)cc1	-15.8
CC1CCc2nc3ccccc3c(C(=O)OCC(=O)N3CCc4ccccc43)c2C1 (configuration not stated)	5.7
Cc1cc([N+](=O)[O-])cc(C)c1OCC(=O)N/N=C/c1ccc(OC(=O)c2ccccc2)cc1	-19.1
CCCC(=O)Oc1ccc(N(C(=O)CCC)S(=O)(=O)c2cccc([N+](=O)[O-])c2)cc1	7.5
CCNC(=O)[C@@H]1[C@@H](CO)[C@@H]2Cn3c(ccc(C4=CCCCC4)c3=O)[C@H]1N2CC	2.1
Cc1ccc(NC(=O)Cc2ccccc2Cl)cc1S(=O)(=O)N(C)C	10.0
Cc1ccc(Nc2oc(C)nc2C#N)cc1	6.2
CC1CCN(C(=S)NC2CC3CCC2C3)CC1 (configuration not stated)	3.7
O=C(O)c1ccc2nc(-c3ccccc3)c(-c3ccccc3)nc2c1	2.0
O=C(O)c1ccnc(C(=O)O)c1	15.0
COc1ccc(NC(=O)C(c2ccc(OC)cc2)N(C)C(=O)Cc2cccs2)cc1 (configuration not stated)	-4.3
C/C(CC(=O)NC(C)C)=N\NC(=O)COc1cc(C)c(Br)cc1Br	19.3
CCOC(=O)NC(=O)CSc1nc(-c2ccc(C)c(C)c2)cn1-c1ccccc1	-50.3
Cc1cc2ncn(-c3ncnc4sc5c(c34)CCCC5)c2cc1C	-3.7
COc1ccc(-c2noc(CCC(=O)Nc3nc4ccccc4s3)n2)cc1	12.1
CCCc1cc2c(cc1NC(=O)c1ccccc1F)OCO2	10.8
O=C(NCC1CCCO1)C1CCN(S(=O)(=O)N2CCCC2)CC1 (configuration not stated)	14.0
CC(C)NC(=O)c1nn(C)c2ccccc12	1.7
CCSc1nnc(-c2ccncc2)n1Cc1ccccc1	15.9
O=S(=O)([N-]c1nc2ccccc2nc1-[n+]1ccccc1)c1ccccc1	-5.6
Oc1cccc(/C=N/Nc2cc(N3CCCC3)nc(N3CCCC3)n2)c1	-15.6
N#Cc1c(NC(=O)C2CC(c3c(F)cccc3Cl)=NO2)sc2c1CCC2 (configuration not stated)	-25.6
COc1cccc(NS(=O)(=O)c2ccc3[nH]cc(C(=O)N(C)Cc4ccco4)c(=O)c3c2)c1	6.1
CCOC(=O)c1c(NC(=O)Cn2cnc3scc(-c4ccc(C)cc4)c3c2=O)sc(C)c1C	-0.5
CCOC(=O)C1=C(C)N(c2ccccc2)C(=O)/C1=C\c1ccco1	-18.0
Cn1c(=O)c(C(=O)CN2CCc3ccccc32)c(N)n(Cc2ccccc2)c1=O	-3.7
C[C@H](CO)N1C[C@H](C)[C@@H](CN(C)Cc2ccc(C(=O)Nc3ccccc3N)cc2)Oc2ccc(NC(=O)Nc3ccccc3)cc2CC1=O	2.5
Cc1ccc(NC(=O)CSc2nnc(-c3cnccn3)n2-c2ccccc2)cc1	11.9
Cc1ccn2c(NC(=O)c3cccs3)c(-c3ccccc3)nc2c1	2.3
C/C(=N\NC(=O)c1ccc(CSc2nc(C)cc(C)n2)cc1)C1CCCCC1	3.0
CC(=O)c1ccc(N2C(=O)C3C(C2=O)C(C(=O)c2ccc(Cl)cc2)N2CCCC32)cc1 (configuration not stated)	5.7
COc1ccc(C(=O)CSc2nnc(CN3CCCCC3)n2-c2ccc(F)cc2)cc1OC	9.4
Cc1cccc(C(=O)Nc2ccc(NC(=O)Cc3ccc(Cl)cc3)cc2)c1	12.3
C=CCn1cnc2c(c1=O)c1nc3ccccc3nc1n2-c1ccc(C)cc1	2.2
O=C(CNC(=O)Cc1ccccc1)NCC(=O)OCC(=O)c1ccc(Cl)cc1	-14.1
C[C@@H]1CCCCO[C@@H](CN(C)Cc2ccc(C(=O)Nc3ccccc3N)cc2)[C@@H](C)CN([C@H](C)CO)C(=O)c2cc(NC(=O)C3CCCCC3)ccc2O1	3.5
O=C1CSC(c2cn(-c3ccccc3)nc2-c2cccs2)N1Cc1ccccc1 (configuration not stated)	6.1
CC(C)(C)C1CCC(OC(=O)CCC(=O)Nc2ccccc2)CC1 (configuration not stated)	7.4
COc1ccc(CN(C(=O)CN2C(=O)c3ccccc3S2(=O)=O)C(C(=O)NCC2CCCO2)c2ccncc2)cc1 (configuration not stated)	-6.5
O=C(CC(c1ccccc1)c1ccco1)Nc1nccs1 (configuration not stated)	-3.6
Cc1nn(Cc2ccccc2)c(Cl)c1C(=O)NCCc1ccc(Cl)cc1	-8.6
Cn1c(CNC(=O)c2cccs2)nnc1SCC(=O)Nc1ccccc1	-12.5
Cc1cc(S(=O)(=O)N2CCC(N3CCCCC3)CC2)ccc1-n1cnnn1	7.1
CN1C(=O)/C(=C\c2ccncc2)SC1=Nc1ccccc1	-15.1
O=C(/C=C\c1ccco1)Nc1cc([N+](=O)[O-])ccc1F	-5.2
Cc1ccc(S(=O)(=O)N2CCOCC2)cc1NC(=O)CSc1nnc2cc(C)c3ccccc3n12	34.0
Cc1cccc(OCc2nnc(SCC(=O)Nc3cccc(C(=O)N4CCOCC4)c3)n2C)c1C	8.1
O=C(CSc1nc2ccccc2o1)N1c2ccccc2Sc2ccc(C(F)(F)F)cc21	23.1
O=C(CSc1nc2cc(Cl)ccc2s1)NC(=O)NCc1ccco1	-11.6
COC(=O)c1cc(C(=O)OC)cc(N2C(=O)CC(NNC(=O)c3ccccc3Cl)C2=O)c1 (configuration not stated)	-18.1
CN(C(=O)Nc1ccc(Cl)c(Cl)c1)c1ccccc1C(=O)O	-14.7
CC(C)CN(CC(C)C)C(=O)CS(=O)(=O)Cc1ccccc1	17.4
O=C(/C=C/c1ccc2c(c1)OCO2)c1ccco1	-17.7

# (more compounds)
structure	LGR2 antag
Cc1cc(C)cc(-n2c(C)cc(C(=S)N3CCOCC3)c2C)c1	-3.1
C[C@@H]1CCCCO[C@@H](CN(C)Cc2ccc(C(=O)Nc3ccccc3N)cc2)[C@@H](C)CN([C@H](C)CO)C(=O)c2cc(NC(=O)NC3CCCCC3)ccc2O1	-3.8
CCCC1=C(C(=O)OCC)C(c2ccc(OC)c(CSc3ccccn3)c2)C(C#N)=C(N)O1 (configuration not stated)	-13.7
CCc1cc2c(N[C@@H](Cc3c[nH]c4ccccc34)C(=O)O)ncnc2s1	-13.8
CC(C)(CNC(=O)/C=C/c1ccc(F)cc1)CNC(=O)/C=C/c1ccc(F)cc1	-33.2
Cc1ccc(NC(=O)/C=C\C(=O)O)c([N+](=O)[O-])c1	19.8

# Fetched one by one from the list above (3):
structure	LGR2 antag
COC(=O)c1cc(OC)nc2c1c(=O)n(C)c(=O)n2C	9.2
CCOc1cc(CNCc2ccccn2)ccc1OCC(=O)NC(C)(C)C	2.1
O=C(CC(c1ccccc1)c1ccco1)Nc1nccs1 (configuration not stated)	-3.6

# Screens from PubChem BioAssay.
